bCat nuc transl: beta-catenin nuclear translocation modulation. HeLa beta-catenin nuclear translocation, immunofluorescence imaging. nuclear translocation activity, % at 5 µM. 190,000 compounds, 0.3% hits. AID 1665;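 active = nuclear translocation activity above 50% at 5 µM, with a well cell count of 50 or more; inconclusive = wells under 50 cells across six images, flagged as toxic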;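 note: per-cell ratio of nuclear to cytoplasmic median beta-catenin stain intensity; plate controls were DMSO negative control for no effect and GSK-3 inhibitor IX positive control for full effect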
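Signal – beta-catenin immunofluorescence imaging with DAPI · Test system – human HeLa cell line · Dosing – 5 µM primary single dose, 0.1% DMSO, 0.02–20 µM confirmation series · Measure – % activation, nuclear-to-cytoplasmic median beta-catenin signal ratio per cell · Incubation – 24 h compound exposure at 37°C, 5% CO2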
Lipid droplet: hepatic lipid droplet formation modulation; AML12 mouse hepatocytes, oleate lipid droplets, BODIPY imaging; inhibition, % at 6.5 µM; 240,000 compounds, 0.4% hits; AID 1656;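 active = lipid droplet intensity inhibited by at least 50%, with more than 500 cells counted; inconclusive = wells with under 300 cells, treated as cytotoxic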
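Technique: fluorescence imaging, 20x objective, two fields per well / Assay system: AML12 hepatocytes (mouse) / Measure: % inhibition of lipid droplet signal / Doses: 6.5 µM single-point dosing / Incubation: overnight exposure / Reagent: 100 µM oleic acid challenge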
Dynein transport: blocks dynein driven cargo transport along microtubules | AID 1381 | z-score, hits read low | 220,000 compounds, 0.47% hits | 3617.4 mouse cells, GR-EGFP nuclear translocation imaging; test concentration mostly 20 µM; stimulated with dexamethasone, 1 µM; stronger effect = lower value;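 active = plate z-score of nuclear minus cytoplasmic receptor signal below a set negative limit, without overly bright fluorescence or cell loss, cut at about -3.5 in these data, passing the limit was not always enough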;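 note: z-score of nuclear minus cytoplasmic ring GR-EGFP intensity difference per well; some compounds called inactive have numbers as strong as hits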
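medium = tetracycline-free induction medium containing charcoal-stripped FBS | probe or stimulus = dexamethasone, 1.0 µM final | timing = 48 h induction, then 1 h compound, then 30 min agonist, 37 °C | detection = automated 10x imaging of fixed Hoechst-stained cells | read-out basis = nuclear versus cytoplasmic GR-EGFP signal, averaged per well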
MT stabilize HCS: microtubule stabilizers in HeLa cells | HeLa tubulin immunostaining HCS, 24 h; share of cells brighter than vehicle mean+2SD | % tubulin-high responders, % at 10 µM | 200,000 compounds, 0.83% hits | AID 2205;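 active = plate Z-score above 3 for both tubulin-high and condensed-nucleus cell shares, with cell loss under 80%, at 10 µM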;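 note: anti alpha tubulin signal scored within the nucleus-defined area of each cell; some results filed as inactive read as strong as hits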
Ins promoter up: MIN6 insulin promoter up-regulation; z-score at 5 µM; MIN6 insulin promoter-GFP reporter, high-content imaging; stronger effect = higher value; AID 1625; 190,000 compounds, 0.3% hits;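 active = z-score above 3 at 5 µM with at least 500 cells counted in the well; inconclusive = wells under 500 cells, flagged as cytotoxic or low count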
WT yeast gro inh: growth inhibition of WT yeast, mitochondrial fusion screen | 190,000 compounds, 2.1% hits | inhibition, % at 10 µM | mitochondrial fusion phenotypic screen, WT strain | AID 1362; in the data active = inhibition above about 58%; tested in S. cerevisiae
XIAP displacement: XIAP antagonists, biochemical, IAP family, fluorescence polarization (AID 1018); displacement, % at 20 µM, or IC50 in µM where a hit was titrated; 200,000 compounds, 0.007% hits; XIAP BIR domain, fluorescence polarization peptide displacement; higher % means a stronger effect; in the data active = displacement above about 50%; note: a part of the inactive calls stands beside numbers as strong as those of hits
ER stress rescue: protection against thapsigargin-triggered cell killing – 384-well, CSM14.1, ATP luminescence, primary screen (AID 1222); CSM14.1 thapsigargin-induced death rescue, ATP luminescence; higher % means a stronger effect; cellular ATP content (survival), % at 20 µM; hits with a dose series show EC50 in µM; 190,000 tested, under 10 active;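 active = EC50 below 50 µM in the dose-response confirmation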;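 note: death triggered by thapsigargin at about 15 µM added after 2 h compound pretreatment; cell ATP read after overnight thapsigargin exposure of roughly 18 to 22 hours; normalized against plate controls of thapsigargin alone and 5% DMSO vehicle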
Autophagy HCS: modulators of autophagy; calls only at 10 µM (by protocol); MEF GFP-LC3 puncta imaging; test concentration mostly 10 µM; 190,000 compounds, 0.98% hits; AID 463193;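 active = percentage of spot-positive cells more than 3 SD above its plate mean, without a fluorescence outlier flag or 80% toxicity; inconclusive = no clear call, values can overlap the other calls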;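 note: spot-positive cell cutoff set from DMSO-treated cells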
WT yeast gro inh mutant strain: also measured in WT yeast gro inh; calls as there; inhibition, %; mitochondrial fusion phenotypic screen, mutant strain inhibition
Dynein transport cytoplasmic EGFP: also measured in Dynein transport; calls as there; z-score; measured here: cytoplasmic GR-EGFP intensity; stronger effect = higher value
Dynein transport nuclear GR-EGFP: recorded beside Dynein transport, whose call it bears; z-score; measured here: nuclear GR-EGFP intensity;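 lower value marks the stronger effect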
Dynein transport cell count: second read-out of Dynein transport, no call of its own (marks repeat the call); z-score; measured here: cell count per field
Ins promoter up cell count: second read-out of Ins promoter up, no call of its own (marks repeat the call); cell count; measured here: cytotoxicity, nuclei count;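 total cells summed across four imaged fields per well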
Lipid droplet cells 6.5 µM: also measured in Lipid droplet; calls as there; cell count; measured here: cell count, cytotoxicity flag;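 cells counted across two imaged fields per well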
bCat nuc transl cell count 5 µM: recorded beside bCat nuc transl, whose call it bears; cell count; measured here: cell count, cytotoxicity flag
MT stabilize HCS Hoechst-high %: second read-out of MT stabilize HCS, no call of its own (marks repeat the call); % Hoechst-high responders; measured here: nuclear condensation Hoechst responders;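 share of cells brighter than vehicle mean plus two SD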
MT stabilize HCS cytotoxicity %: further read-out of MT stabilize HCS, marked with its call; toxicity, %; measured here: cytotoxicity by cell density;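 0% = mean cell density of plate MIN control wells and 100% = no cells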
Autophagy HCS cell loss 18 h: also measured in Autophagy HCS; calls as there; toxicity, %; measured here: cell loss, nuclei count;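 cell loss after 18 h compound exposure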
Numbers without * were called inactive; i = inactive; ? = inconclusive; . = no result given.

SMILES	bCat nuc transl	bCat nuc transl cell count 5 µM	Lipid droplet	Lipid droplet cells 6.5 µM	Dynein transport	Dynein transport cytoplasmic EGFP	Dynein transport nuclear GR-EGFP	Dynein transport cell count	MT stabilize HCS	MT stabilize HCS Hoechst-high %	MT stabilize HCS cytotoxicity %	Ins promoter up	Ins promoter up cell count	WT yeast gro inh	WT yeast gro inh mutant strain	XIAP displacement	ER stress rescue	Autophagy HCS	Autophagy HCS cell loss 18 h
COc1ccc(C(=O)c2ccc(Br)cc2)cc1	0.4	1160	-2.6	709	-0.104	-0.154	-0.0431	0.946	2.0	1.5	1.2	.	.	-8.7	-18.4	-3.4%	2.0%	i	13.3
CN1C(=O)/C(=C/c2ccccc2OCc2ccc(F)cc2)N(C)C1=S	4.7	893	-5.2	569	1.32	0.161	0.714	-0.323	6.9	1.8	4.4	0.37	1308	28.2	10.3	-2.6%	0.3%	i	4.6
Cc1cc(C)n(-c2cc(-c3ccccc3)nc(C)n2)n1	2.8	1130	4.7	780	0.908	-0.233	0.361	0.365	2.7	1.9	4.6	-0.99	1295	11.9	-0.1	-3.5%	2.5%	i	-5.0
Cc1ccc(P(=O)(CSC(=N)N)c2ccc(C)cc2)cc1	-2.9	599	-24.3	648	-0.806	-0.0951	-0.151	-0.19	0.6	2.7	6.7	1.68	979	-5.7	-3.6	0.5%	-0.8%	i	19.2
O=C1c2ccccc2-c2c1cccc2C(=O)N1CCOCC1	-7.1	1195	1.9	737	-0.288	-0.0105	-0.0667	0.216	2.9	1.8	3.0	0.24	1242	-14.4	-9.8	-6.5%	-0.6%	i	7.8
CC1(OC(=O)CCc2ccccc2)C(=O)C=C2C=C(c3ccc(C#N)cc3)N(Cc3ccccc3)C=C2C1=O (stereo not drawn)	0.9	1140	-3.0	614	-0.0231	-0.666	0.0527	-0.199	.	.	.	-0.19	631	.	.	.	.	.	.
COc1ccc(S(=O)(=O)N2CCC(NC(=O)OCc3c(Cl)cccc3Cl)CC2)cc1	-4.4	1136	-10.5	597	0.659	-0.215	0.21	-1.21	3.3	1.9	10.6	-0.15	1966	24.6	8.8	-3.7%	-0.8%	i	17.5
CCCS(=O)(=O)N1CCCC(C(=O)NCCN2CCOCC2)C1 (stereo not drawn)	-1.9	1423	.	.	-0.942	-0.17	-0.562	0.781	1.1	0.8	6.6	1.17	1694	32.5	2.4	-0.9%	-0.2%	i	30.5
Cc1ccc(N(C(=O)Cn2nnc3ccccc32)C(C(=O)NCc2ccco2)c2cccnc2)cc1 (stereo not drawn)	-1.1	1362	.	.	0.393	-0.167	0.362	-0.904	2.4	2.4	10.2	-0.36	1421	8.0	6.5	-3.1%	-2.4%	i	5.8
CCCC(=NCC(=O)O)C1=C(O)C(C(=O)OC)C(C)(C)CC1=O (stereo not drawn)	-2.7	768	.	.	-0.484	-0.184	0.0441	-0.195	5.3	2.2	5.3	-0.42	1257	8.2	3.7	-3.8%	1.2%	i	8.0
Cc1ccc2c(c1)-c1ccccc1S(=O)(=O)N2	0.2	1112	-3.6	766	0.238	-0.32	0.177	-0.0573	5.1	3.1	6.6	0.74	929	.	.	-5.8%	-2.1%	i	13.8
Cc1nc2cc(NC(=O)N3CC4(C)CC3CC(C)(C)C4)ccc2n1C (stereo not drawn)	-1.3	1042	4.5	678	0.0476	-0.272	-0.106	1.38	1.1	1.6	4.3	.	.	11.1	-20.8	-2.3%	-2.8%	i	5.3
CCO[C@H]1OC(C(N)=O)=C[C@@H](C)[C@@H]1CCCO	-4.0	1161	0.1	707	-0.46	-0.266	0.0838	0.055	3.0	1.1	4.4	0.06	1483	-0.9	5.9	-2.7%	-2.3%	i	20.7
O=c1[nH]c2cc3c(cc2cc1CN(Cc1ccco1)C(=S)NCC1CCCO1)OCCO3 (stereo not drawn)	18.4	1121	-2.6	696	-0.528	-0.141	-0.246	-0.315	22.1*	48.3*	29.1*	-0.83	1455	-5.6	-14.4	-5.4%	-0.9%	i	18.2
O=C(CCc1ccccc1)NNC(=O)c1ccccc1C(=O)O	.	.	-18.2	621	-0.244	0.0494	-0.438	0.516	4.9	2.5	0.4	-0.83	1092	-8.7	14.7	0.6%	-2.1%	i	8.6
Cc1ccc(C2CC(c3ccc(C)cc3)n3nc(N)nc3N2)cc1 (stereo not drawn)	-3.8	1151	1.7	568	-0.654	-0.306	-0.0994	0.649	3.3	2.3	8.0	0.56	2102	1.8	-4.7	2.2%	.	.	.
COc1cccc(/C=N/n2c(-c3cc(C)[nH]n3)n[nH]c2=S)c1O	0.8	1125	-1.2	747	1.61	-0.249	0.362	-0.939	.	.	.	0.37	1464	.	.	.	.	.	.
O=C(Nc1ccc2nsnc2c1)N1CCCCCC1	.	.	10.2	823	0.741	1.78	0.822	-0.939	1.6	1.6	9.6	.	.	.	.	-3.1%	-0.8%	i	6.1
COC(=O)c1cccc(C(=O)Nc2cnc3ccccc3c2)n1	-2.4	1034	.	.	-0.311	-0.201	-0.149	0.664	1.7	2.1	11.9	0.08	1324	20.3	24.7	2.8%	-1.3%	i	-7.0
O=C(O)c1cn(-c2ccc(N3CCCC3)c(F)c2)c2c(F)c(F)c(F)cc2c1=O	0.5	1070	-1.5	719	-2.97	0.427	-1.36	-0.207	3.0	1.9	3.2	-0.6	1196	78.0*	70.7*	-4.2%	-2.5%	i	19.1
Cc1ccc(CNC(=O)CCOc2ccc(C(C)(C)C)cc2)cc1	.	.	-12.0	714	0.501	-0.219	0.644	0.503	1.2	1.0	3.0	0.18	931	18.6	15.2	-4.2%	1.9%	i	26.6
CCCn1nnc(NC(=O)c2ccc3ccccc3c2)n1	-1.7	1096	7.1	733	0.59	-0.302	0.126	0.272	1.9	1.3	5.1	-0.3	1167	4.7	6.9	-4.7%	-1.9%	i	8.2
COC(=O)c1c(C)oc2ccc(N(C(=O)c3ccncc3)S(=O)(=O)c3ccc(C)cc3)cc12	162.2*	477*	-169.0	336	-0.59	0.0182	-0.0591	0.15	12.8	43.3	35.5	?	.	5.3	-1.1	-8.5%	0.0%	i	43.0
CCOCCC(=O)Nc1cc(Cl)ccc1OC	5.6	990	8.8	829	-1.52	-0.36	-0.552	1.54	1.5	1.5	8.4	.	.	6.4	1.2	-4.2%	-0.2%	i	4.1
COC(=O)c1cc(C(=O)OC)[nH]n1	-3.6	1012	-5.1	675	1	-0.282	0.396	0.354	2.4	2.5	9.3	0.81	1501	5.2	13.3	-4.0%	0.1%	i	8.3
COCCN1Cc2cccc(C(=O)NCc3cccs3)c2C1=O	1.0	1025	-1.8	777	-0.663	-0.297	-0.248	1.05	2.9	2.9	7.5	.	.	-0.6	-7.9	-3.1%	-1.1%	i	-17.8
CCn1c2ccccc2n2c(=O)c(=O)n(CC(=O)Nc3ccc(C(C)C)cc3)nc12	0.1	848	9.0	634	-1.65	1.87	-0.61	-6.78	2.3	2.3	4.6	0.25	1360	8.6	5.4	-6.4%	-0.9%	i	-1.8
COc1ccc(/C=C/C(=O)NCC(=O)N2CCC(N(C)CCN3CCOCC3)CC2)cc1OC	-1.6	1061	-3.7	761	-0.403	-0.275	-0.243	0.617	1.3	1.9	12.6	1.2	1284	-11.0	2.9	-2.2%	0.6%	i	3.1
CC1(C)CCc2c([nH]c3ccccc3c2=O)O1	1.1	1135	23.1	687	-0.288	-0.335	-0.18	0.767	3.2	1.9	8.2	1.56	1049	7.0	-9.3	1.7%	0.8%	i	1.9
COc1ccc(/C=N/NC(=O)c2c([N+](=O)[O-])c(C)nn2C)cc1	-1.0	887	-7.6	593	-0.417	-0.299	-0.536	0.375	1.7	3.5	5.5	.	.	-5.9	-14.3	-5.4%	-2.8%	i	7.3
COc1ccccc1NS(=O)(=O)c1cc(NC(=O)Nc2cccc(C)c2)ccc1N1CCCCC1	.	.	-11.0	592	-0.471	-0.329	-0.306	0.601	4.7	1.9	13.7	-0.14	1423	-4.9	0.1	0.5%	8.0%	i	-3.0
COc1ccc(-c2coc3cc(O)ccc3c2=O)cc1O	-2.2	1084	4.2	732	-0.318	-0.207	-0.0418	0.459	2.8	1.9	9.2	-0.14	1312	7.5	3.5	-0.3%	-1.4%	i	-9.6
COc1ccc(C2CC(c3ccc(Br)cc3)=NN2C(=O)CSC2=NCCS2)cc1 (stereo not drawn)	1.5	1059	-2.9	580	-0.604	-0.17	-0.128	0.314	3.9	3.7	9.4	-1.72	1193	25.3	1.9	-7.4%	1.0%	i	-5.2
C=CCOC(=O)C1=C(C)NC(=S)NC1/C=C/c1ccccc1 (stereo not drawn)	.	.	.	.	0.0928	-0.248	0.323	1.14	2.3	1.5	9.0	.	.	.	.	-4.5%	-0.5%	i	25.7
CN(C)c1ccc(-c2noc(C3CCN(C(=O)Nc4ccc(Cl)cc4)CC3)n2)cc1	-0.5	1346	-27.8	662	-0.0692	-0.225	0.517	-0.481	.	.	.	-0.91	944	.	.	.	.	.	.

Compound activity from PubChem BioAssay.
